Assay outcomes from PubChem BioAssay.
TEAD-YAP block: TEAD-YAP interaction inhibition; HEK-TIYL cells, TEAD-Gal4/YAP UAS-luciferase luminescence; inhibition, % at 9.12 µM; 1.4% of 640,000 active; AID 1259422; in the data active = inhibition above about 32%;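 note: 0% = median of test compound wells and 100% = reference inhibitor wells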
MITF primary: human MITF inhibition, primary screen. inhibition, % at 2.6 µM. O75030. AlphaScreen MITF homodimerization, bead proximity signal. 0.91% of 650,000 active; in the data active = inhibition above about 50%;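 note: 0% = vehicle wells with protein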
GPR151 activ: human GPR151 activation. PathHunter beta-arrestin GPR151 cells, luminescence. activation, % at 11.2 µM. 1% of 650,000 active; in the data active = activation above about 4.9%;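 note: 0% = median of compound wells and 100% = cells with positive control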
FBW7 activator: human FBW7 E3 ligase activation, primary screen | Q969H0 | AlphaScreen FBW7–phospho-cyclin E peptide binding, activator screen | normalized activity (activation), % at 26.1 µM | 0.13% of 650,000 active; in the data active = normalized activity above about 1.9%;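 note: purified mutant Fbw7 with reduced substrate affinity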
Target sequence (Q969H0 whole entry, looked up): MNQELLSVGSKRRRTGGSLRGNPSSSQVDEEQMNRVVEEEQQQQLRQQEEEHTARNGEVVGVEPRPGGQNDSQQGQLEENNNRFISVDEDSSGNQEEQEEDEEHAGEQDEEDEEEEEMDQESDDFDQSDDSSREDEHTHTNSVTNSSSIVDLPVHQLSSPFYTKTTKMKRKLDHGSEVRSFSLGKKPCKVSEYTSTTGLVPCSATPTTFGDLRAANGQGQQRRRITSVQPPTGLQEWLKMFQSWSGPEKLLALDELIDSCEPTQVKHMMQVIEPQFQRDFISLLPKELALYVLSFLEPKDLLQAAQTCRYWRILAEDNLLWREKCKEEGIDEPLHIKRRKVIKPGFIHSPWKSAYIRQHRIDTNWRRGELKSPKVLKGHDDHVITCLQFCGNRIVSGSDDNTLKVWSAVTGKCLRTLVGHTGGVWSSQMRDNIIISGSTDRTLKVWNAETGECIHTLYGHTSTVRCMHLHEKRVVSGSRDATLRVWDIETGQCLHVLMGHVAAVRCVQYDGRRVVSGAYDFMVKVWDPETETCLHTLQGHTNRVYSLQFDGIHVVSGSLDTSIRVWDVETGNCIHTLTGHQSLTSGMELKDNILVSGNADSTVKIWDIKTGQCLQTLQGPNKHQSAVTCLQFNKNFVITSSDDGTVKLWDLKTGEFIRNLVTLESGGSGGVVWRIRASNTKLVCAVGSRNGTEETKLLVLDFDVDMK
The depositor's hits bear a star; · = no result given; & = joins results of further samples. This is a random part of the collection; overall some 3.5% were active at least once.

SMILES	TEAD-YAP block	MITF primary	GPR151 activ	FBW7 activator
CCOC(=O)c1c(C)oc2c(Br)cc(NS(=O)(=O)c3ccc(CC)cc3)cc12	1	12	1.1	0.1
Cc1cc(-c2cc(F)cc3c2OC(CNC(=O)[C@@H]2CCC(=O)N2)C3)ccc1F (some centres undefined)	1	13	1.1	0.1
C=CCn1c(=O)c2ccccc2n2c(SCC(=O)c3[nH]c(C)c(C(C)=O)c3C)nnc12	-4	0	-0.5	0.0
CC(=O)c1ccc(-c2cc(F)cc3c2OC(CNC(=O)c2ccc(=O)oc2)C3)s1 (centres undefined)	15	9	-1.2	-0.1
CC(C)c1ccc(OCC(=O)NNC(=O)C(C)(C)C)cc1	4	5	1.1	-0.1
CCSc1nc2scc(C(F)(F)F)n2c(=O)c1C(=O)NCc1ccc(OC)cc1	2	5	0.9	-0.3
COc1cccc(-c2nnc(SC)n2C)c1	11	7	-1.6	0.8
Cn1cccc1CC(=O)N/N=C\C(Cl)=C\c1ccccc1	-13	15	0.3	0.0
CCOc1ccc(N2C(=O)CC(N(CCc3ccccc3)C(=O)CCC(=O)O)C2=O)cc1 (centres undefined)	-7	10	0.0	0.0
COCCNC(=O)Cc1ccc(OC)c(OC)c1	-3	-2	-1.1	-0.2
CCOC(=O)c1cnc2ccc(F)cc2c1NCc1cccnc1	10	8	0.1	0.3
NS(=O)(=O)c1ccc(N/N=C/c2cccc(Br)c2)c([N+](=O)[O-])c1	2	-10	0.0	-0.1
CCOCCn1c(=NC(=O)c2c(F)cccc2F)sc2cc(S(N)(=O)=O)ccc21	5	-10	2.9	0.0
Cc1cccc(C(=O)O/N=C(\N)c2ccccn2)c1	82*	13	-8.0	0.1
COCCNC(=O)/C(C#N)=C/c1cn(-c2ccccc2)nc1-c1cc2ccccc2o1	-13	12	-1.6	0.1
Cc1ccc(C2(c3ccc(C)cc3)CC2C(=O)Nc2cccc(Cl)c2)cc1 (centres undefined)	3	2	2.0	0.0
CC(C)N(CCO)C(=O)NC1CC(=O)N(c2ccc3c(c2)OCCO3)C1 (centres undefined)	0	2	1.7	-0.1
Cc1ccc(Cn2cccc(NC(=O)NCc3ccccc3)c2=O)cc1	1	19	1.8	-0.1
COc1ccc(NC(=O)c2sc3nc(-c4ccccc4)cn3c2C)c(OC)c1	-13	-4	-0.5	0.0
COc1ccc(C(C)=O)c(Oc2ncc(-c3cccs3)cn2)c1	-10	8	0.4	0.5

Three compounds from above with just FBW7 activator.
Structure,FBW7 activator
CCOC(=O)c1cnc2ccc(F)cc2c1NCc1cccnc1,0.3
CCOCCn1c(=NC(=O)c2c(F)cccc2F)sc2cc(S(N)(=O)=O)ccc21,0.0
COc1cccc(-c2nnc(SC)n2C)c1,0.8

New compounds follow
SMILES	TEAD-YAP block	MITF primary	GPR151 activ	FBW7 activator
CC(=O)c1ccc(NC(=O)c2ccc(N(Cc3ccccc3)S(C)(=O)=O)cc2)cc1	-23	6	-0.6	0.1
CCOc1ccc(/C=C(\C#N)C(=O)NCc2ccco2)cc1	2	2	0.5	-0.1
N#CC1=C(N)Oc2c(ccc3ccccc23)C1c1cccc(F)c1 (centres undefined)	5	0	-0.1	0.8
N#CCCNc1ncc(-c2ccc(F)cc2)cn1	-12	1	-0.6	-0.1
Cc1cc(Br)c(NC(=O)CSc2nc(N)cc(N)n2)c(Br)c1	0	-2	2.3	0.1
Cc1ccc(NC(=O)C2CC2)c(Br)c1	-16	4	-0.1	0.2
O=C(Nc1ccc(F)cc1)c1cccc(C(=O)Nc2ccc(F)cc2)n1	22	13	0.9	0.1
COc1cccc(C(=O)N2CCc3cc(OC)c(OC)cc3C2COc2ccc(F)cc2)c1 (centres undefined)	-5	13	0.4	0.0
O=S(=O)(/N=C(/c1ccccc1)N1CCc2ccccc2C1)c1ccc(F)cc1	2	-9	-1.2	0.4
CCOc1cccc2c1OC1(C)C(C(=O)Nc3ccc(Cl)cc3)C2NC(=S)N1c1cccc(C)c1C (centres undefined)	0	28	-0.4	0.0
COc1ccc(-c2csc(/C(C#N)=C\Nc3cccc(OC)c3)n2)cc1	0	-13	0.6	-0.1
Cc1cc(OCC(=O)Nc2ccc(N3CCOCC3)cc2)ccc1Cl	2	4	-0.5	-0.1
Cc1ccc(NC(=O)COc2ccccc2C(C)(C)C)cc1[N+](=O)[O-]	-3	-18	-0.4	-0.3
O=C1NC(=S)N/C1=C/c1ccccc1Br	3	20	-1.4	0.5
O=C(COc1ccc(/C=N/NC(=O)CSc2ncccn2)cc1)NCc1ccco1	-25	3	1.2	0.0
CCCCCCCCCCCCCCCC(=O)OC[C@H](COP(=O)(O)O[C@H]1[C@@H](O)[C@@H](OP(=O)(O)O)[C@H](O)[C@@H](O)[C@@H]1O)OC(=O)CCCCCCCCCCCCCCC	·	-4	-0.9	·
CCC(NS(=O)(=O)c1ccc(OC)cc1)C(=O)NCc1ccccc1OC (centres undefined)	-6	-3	1.0	0.0
CCCCC(=O)Nc1ccc(NC(=O)COc2ccccc2C)cc1OC	-2	-5	-0.2	-0.1
CCOC(=O)CC(NC(=O)c1ccccc1)c1ccc(OC)cc1 (centres undefined)	-9	-6	0.3	-0.1
O=C(Cc1cccs1)Nc1ccc(-c2nnc(-c3ccccc3)o2)cc1	-4	11	-0.2	0.0

Some of the entries so far, in markdown.
| compound | TEAD-YAP block | MITF primary | GPR151 activ | FBW7 activator |
| --- | --- | --- | --- | --- |
| CC(C)c1ccc(OCC(=O)NNC(=O)C(C)(C)C)cc1 | 4 | 5 | 1.1 | -0.1 |
| Cc1ccc(Cn2cccc(NC(=O)NCc3ccccc3)c2=O)cc1 | 1 | 19 | 1.8 | -0.1 |

Other entries follow.
SMILES	TEAD-YAP block	MITF primary	GPR151 activ	FBW7 activator
COc1ccc2oc(=O)c(C(=O)N3CC(C)OC(C)C3)cc2c1 (centres undefined)	-7	4	-0.9	-0.1
O=C1C2C(c3ccccc3)C=CC(c3ccccc3)C2C(=O)N1NC(=O)C12CC3CC(CC(C3)C1)C2 (centres undefined)	-3	-10	-0.3	-0.1
Cc1noc(C)c1C(=O)NCCN1Cc2ccccc2OC(c2ccccc2)C1 (centres undefined)	2	5	-0.4	0.0
COc1ccc(C(=O)Nc2ccc3c4c(cccc24)CC3)c(OC)c1	-30	4	0.1	-0.3
CC(NS(=O)(=O)c1cccc(C(=O)O)c1)c1ccccc1 (centres undefined)	-2	6	0.3	0.1
COC1CC2CCC(C)C(O)(O2)C(=O)C(=O)N2CCCCC2C(=O)OC(C(C)CC2CCC(O)C(OC)C2)CC(=O)C(C)/C=C(\C)C(O)C(OC)C(=O)C(C)CC(C)/C=C/C=C/C=C/1C (centres undefined)	-9&6	-10&2&12	0.6&0.9&2.3	-0.1&0.0
O=C(C1CCN(S(=O)(=O)c2ccc3[nH]c(=O)ccc3c2)CC1)N1CCCC1	3	6	0.4	0.0
Nc1cc(-c2ccc3nc(C4Cc5ccccc5O4)[nH]c3c2)ncn1 (centres undefined)	-36	15	-1.1	0.1
O=C(Nc1cccc(-c2ccco2)c1)C1CCN(C(=O)Cc2ccc3c(c2)OCO3)CC1	-14	22	0.7	0.1
CCCC(=O)Nc1cccn(Cc2ccccc2Br)c1=O	-1	5	0.2	0.6
COC(=O)c1cccc(NS(=O)(=O)c2ccc(F)cc2)c1C	-3	-14	0.7	-0.1
CN(CC(=O)NC1CCCC1)S(=O)(=O)c1cnc[nH]1	5	8	0.9	0.1
Cc1cc(N2CCN(c3ccc(F)cc3)CC2)nc(-c2ccccc2)n1	15	9	0.6	0.0
Cc1c(C(=O)Oc2ccc(Br)cc2)sc2ncn(Cc3cccc(F)c3)c(=O)c12	3	4	0.3	-0.1
CCOC(=O)C1=C(C)N=C2SCCC(=O)N2C1c1ccc(OC(C)=O)cc1 (centres undefined)	-1	-2	-0.2	0.1
CCN=C1SC(CC(=O)NCC)C(=O)N1CC (centres undefined)	3&12	7&3	2.6&-0.1	-0.1&0.3
COc1ccccc1C(=O)N[C@H]1C[C@H]2C(=O)N[C@H](CC(C)C)C(=O)N2C1	9	-9	-0.3	-0.1
CC(=O)Nc1ccc(S(=O)(=O)N2CCC(NC(=O)Nc3cccc(F)c3)CC2)cc1	-3	13	-0.7	0.3
Cc1ccc(COc2ccc(/C=C3/N=C(c4ccccc4)OC3=O)cc2)cc1	-1	-11	0.9	0.2
CC1CCN(c2c(NCC3CCC(C(=O)NCc4cccnc4)CC3)c(=O)c2=O)CC1 (centres undefined)	5	2	-0.1	-0.1

Whole records, quoted from the list. Values in the order: TEAD-YAP block	MITF primary	GPR151 activ	FBW7 activator
`CC(=O)Nc1ccc(S(=O)(=O)N2CCC(NC(=O)Nc3cccc(F)c3)CC2)cc1` across the screens: -3	13	-0.7	0.3
`O=C1C2C(c3ccccc3)C=CC(c3ccccc3)C2C(=O)N1NC(=O)C12CC3CC(CC(C3)C1)C2` (centres undefined) across the screens: -3	-10	-0.3	-0.1
`CN(CC(=O)NC1CCCC1)S(=O)(=O)c1cnc[nH]1` across the screens: 5	8	0.9	0.1
`Cc1noc(C)c1C(=O)NCCN1Cc2ccccc2OC(c2ccccc2)C1` (centres undefined) across the screens: 2	5	-0.4	0.0
`Cc1cc(N2CCN(c3ccc(F)cc3)CC2)nc(-c2ccccc2)n1` across the screens: 15	9	0.6	0.0

Additional entries:
SMILES	TEAD-YAP block	MITF primary	GPR151 activ	FBW7 activator
O=C(/C=C/c1ccccc1Cl)Nc1ccc(S(=O)(=O)N2CCCC2)cc1	6	5	1.1	0.6
Cc1ccc(S(=O)(=O)/N=C2\C=C3N(CCO)CCOC3(O)c3ccccc32)c(C)c1 (centres undefined)	5	4	2.0	0.0
Cn1c(SCC(=O)N2CCOCC2)nnc1-c1ccco1	-4	1	-0.2	-0.1
O=C(CS(=O)CC(=O)Nc1ccc(Cl)cc1)NCC1OCCc2ccccc21 (centres undefined)	0	1	0.7	-0.2
CCCCNC(=O)c1cc(-c2ccccc2)nc2ccccc12	12	2	3.6	-0.1
CC(=O)COC(=O)c1ccccc1NC(=O)c1ccco1	2	7	-0.3	0.0
Nc1nc(SCc2cnc(-c3ccccc3)o2)nc2nc[nH]c12	-21	1	-0.2	0.0
O=C1NC(CC(=O)N2C[C@H](C(=O)O)[C@@H](c3ccc(F)cc3)C2)c2ccccc21 (some centres undefined)	7	16	0.3	0.0
Cc1cccc(NC(=O)C2CCN(S(=O)(=O)c3ccc(Br)cc3)CC2)c1	8	2	1.7	-0.2
CCC(CC)C(=O)Nc1c2c(nn1C(C)(C)C)CSC2	-7	3	-0.8	0.0
CCOc1ccc(C2C3=C(CCCC3=O)N(CC(=O)O)C3=C2C(=O)CCC3)cc1	3	-1	-0.2	0.2
CCCCNC(=O)c1sc2ncn(CC(=O)N3CCOCC3)c(=O)c2c1C	7	7	-0.3	-0.1
COc1ccc(N2C(=O)c3ccc(C(=O)c4ccccc4)cc3C2=O)cc1	-5	9	-0.9	0.1
CCOC(=O)C1=C(C)N=c2s/c(=C\c3ccc(OCc4ccccc4Cl)c(OCC)c3)c(=O)n2C1c1ccc(OC)c(OC)c1 (centres undefined)	2	-9	-0.8	0.1
CSc1ccc(C2C3=C(CCCC3=O)Nc3ccc4ncccc4c32)cc1 (centres undefined)	-10	-4	0.2	0.0
COc1cc(/C=N\n2cnnc2)ccc1OCc1ccccc1	-26	6	1.8	0.2
CCOc1ccc(-n2nc(C(=O)NCCCN3CCC(C)CC3)c3ccccc3c2=O)cc1	6	-4	1.5	-0.1
Nc1ncnc2c1ncn2CCN1CCCCC1	-11	18	-1.1	0.0
COc1ccc(NC(=O)NNC(=O)c2ccco2)cc1OC	0	12	-0.1	0.1
Cc1ccc2cc(C#N)c(SCC(=O)N3CCCC(C)C3)nc2c1 (centres undefined)	-10	5	-0.2	-0.1
Cc1cc(C#N)c(C)n1-c1ccc(Cl)cc1	-2	-9	0.3	-0.2
CCOC(=O)c1nnc(Cc2ccccc2Cl)o1	7	-2	2.4	0.0
Cc1cc(C(F)F)n2nc(C(=O)N3C4CCC3CC(c3ccc(F)cc3)C4)nc2n1 (centres undefined)	-13	-1	-0.6	0.0
C=CCn1c(-c2ccc(Cl)cc2)csc1=Nc1ccccc1	6	11	-0.1	-0.3
COc1ccc(-c2c(C)nn3c(N4CCCC4)cc(C)nc23)cc1OC	-5	-7	0.2	0.0
CN1CCN(c2ccc(C(=O)c3ccc(Br)cc3)cc2[N+](=O)[O-])CC1	9	-4	0.6	-0.1
COc1cccc(NC(=O)c2sc3nc4c(cc3c2N)CCCC4)c1	4	-13	-1.0	0.1
CC(=O)Nc1ccc(OCC[n+]2cccc(C(N)=O)c2)cc1	-5	6	2.2	-0.5
COC(=O)C1=C(C)N=C2SCCC(=O)N2C1c1ccc(C(C)(C)C)cc1 (centres undefined)	1	-5	-1.0	-0.2
COc1ccc(Cl)cc1NC(=S)N(Cc1ccccc1Cl)C1CCCC1	17	-3	2.3	0.1
O=C1c2cccc3c([N+](=O)[O-])ccc(c23)C(=O)N1c1ccc(I)cc1	4	3	-0.9	0.0
CC(C)C(=O)Nc1cccc(C(=O)OCC(=O)c2cccs2)c1	-12	9	1.1	0.0
Cc1cc(N2CCCCC2)nc2ccc(NC(=O)/C=C/c3ccc(OCCC(C)C)cc3)cc12	-28	17	0.0	1.4
COc1ccc(-n2nnnc2-c2nc3ccccc3s2)cc1	74*	-9	-3.3	-0.2
CCCN(CCC)C(=O)c1cnn(-c2ccc(C)c(C)c2)c1NC(C)=O	1	14	1.3	0.3
Cc1cccc(CNCc2ccc(OCC(O)CN(C)Cc3ccccc3)cc2)n1 (centres undefined)	1	-2	-0.1	0.0
